D3 ag: qHTS of D3 Dopamine Receptor Agonist: qHTS. D3R DiscoveRx beta-arrestin cells, luminescence, 90 min. max activation, %. 0.58% of 410,000 active; in the data active means max activation above about 30%; further: 0% is about no effect; mostly tested at two doses, the higher about 12 µM
Target sequence (P35462 whole entry, looked up): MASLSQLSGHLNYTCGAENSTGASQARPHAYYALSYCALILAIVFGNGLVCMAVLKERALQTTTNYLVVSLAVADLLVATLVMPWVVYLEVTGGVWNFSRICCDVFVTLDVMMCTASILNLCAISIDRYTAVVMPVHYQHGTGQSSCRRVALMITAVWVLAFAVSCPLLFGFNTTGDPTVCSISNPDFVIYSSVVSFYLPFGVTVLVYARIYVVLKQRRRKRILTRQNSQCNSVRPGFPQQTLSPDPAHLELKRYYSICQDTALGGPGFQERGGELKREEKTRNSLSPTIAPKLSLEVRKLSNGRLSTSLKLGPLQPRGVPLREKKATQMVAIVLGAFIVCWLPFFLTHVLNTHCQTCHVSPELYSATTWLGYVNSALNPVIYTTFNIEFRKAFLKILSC
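Agonist mode: compounds and dopamine controls were applied to plated cells for 90 min at 37 degrees C after an overnight attachment at 1500 cells/well. Luminescent read-out followed 30 - 60 minutes at room temperature with DiscoveRx detection reagent.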
TDP43 rescue: qHTS of TDP-43 Inhibitors; TDP-43 expressing yeast growth rescue, BacTiter-Glo, 24 h; Potency, µM (titrated, usually from 46.1 µM), without a hit: top-dose growth rescue (activation), hits mostly activators; 1.8% of 410,000 active; AID 652104, 2013; further: potency means the concentration at half of the fitted maximal effect; % of control where 0% means no effect; nearly all actives have a fitted effect of over 50% in size
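Yeast cells expressing TDP-43 under galactose induction are exposed to compounds for 24 hr at 30 deg C. BacTiter-Glo luminescence measures growth, so protective compounds score as activators.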
aSyn rescue: qHTS of alpha-syn Inhibitors | Yeast expressing alpha-synuclein, growth rescue, BacTiter-Glo, 24 h | Potency, µM (top dose mostly 46.1 µM), without a hit: top-dose growth rescue (activation), usual class: activators | 0.14% of 370,000 active | AID 652106, 2013; further: potency means the concentration at half of the fitted maximal effect; % of control where 0% means no effect; nearly all actives have a fitted effect of over 65% in size
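Rescue of yeast growth: cells expressing toxic alpha-synuclein, induced in galactose at OD600 0.02, incubated with compound 24 h at 30 C. ATP luminescence quantified growth; inhibitors of toxicity appear as activators.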
DRD3 antagonist: qHTS of D3 Dopamine Receptor Antagonist: qHTS; D(3) dopamine receptor (Homo sapiens), P35462; D3R cells, DiscoveRx beta-arrestin luminescence, antagonist mode; active compounds read low; max response, negative = inhibition, %; 2.5% of 360,000 active; AID 652054, 2013; in the data active means max response below about -50%; inconclusive means no clear call, values can overlap the other calls; further: on the % scale 0 is the no-effect control and ±100 the full control effect; mostly tested at two doses, the higher about 12 µM
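Cells expressing the human receptor were seeded at 1500 cells/well, incubated overnight at 37 degrees C in 5% CO2, then exposed to library compounds with dopamine controls for 90 minutes at 37 degrees C before luminescent detection.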
Abeta rescue: qHTS for compounds that reverse cellular toxicity of Amyloid beta (A-beta) peptide in yeast: Primary Screen; AID 1347071, 2019; 0.063% of 410,000 active; Potency, µM (titrated, usually from 46.1 µM), without a hit: top-dose growth rescue, actives largely listed as activators; yeast expressing A-beta42, growth rescue, OD600, 48 h; response scale: 0% DMSO, 100% iron-clioquinol control; further: potency means the concentration at half of the fitted maximal effect; nearly all actives have a fitted effect of over 55% in size
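Yeast growth medium received pinned compounds, then yeast cells expressing toxic A-beta were added; plates incubated at 30 C for 48 hr. Growth read as absorbance at 600 nm, normalized to DMSO and equimolar FeCl3 plus clioquinol controls.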
EPAC2 antagonist: qHTS for Antagonist of cAMP-regulated guanine nucleotide exchange factor 2 (EPAC2): primary screen; 0.18% of 360,000 active; EPAC2 GEF exchange of Rap1B-BODIPY-GDP, fluorescence; AID 720708, 2013; Rap guanine nucleotide exchange factor 4 (Homo sapiens), Q8WZA2; Potency, µM (highest dose often 114 µM), inactives show top-dose activity, negative = inhibition, hits mostly inhibitors; further: potency means the concentration at half of the fitted maximal effect; on the % scale 0 is the no-effect control and ±100 the full control effect; nearly all actives have a fitted effect of over 45% in size; many of its hits are not listed in these tables
EPAC2 agonist: qHTS for Agonist of cAMP-regulated guanine nucleotide exchange factor 4 (EPAC2): primary screen; Rap guanine nucleotide exchange factor 4 (Homo sapiens), Q8WZA2; 0.079% of 360,000 active; EPAC2 activation, biochemical qHTS; response scale: 100% = 6.5 mM cAMP response; AID 720711, 2013; Potency, µM (highest dose often 154 µM), for inactives: at the highest dose activation, usual class: activators; further: potency means the concentration at half of the fitted maximal effect; nearly all actives have a fitted effect of over 50% in size
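Exchange assay: 100 nM EPAC2 with 250 nM Rap1B-BODIPY-GDP and 50 uM GDP. Fluorescence (ex 480/em 540 nm) read every 5 min for 30 min at room temperature. Data normalized to 6.5 mM cAMP as agonist control.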
FUS yeast rescue: qHTS for Suppressors of FUS Proteinopathy: Primary screen using FUS-linked yeast assay; S. cerevisiae FUS-expressing, growth rescue, OD600, 24 h; Potency, µM (series often up to 76.6 µM), without a hit: at the top dose growth rescue (activation), most hits filed as activators; 0.24% of 390,000 active; AID 1347120, 2019;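 further: potency means the concentration at half of the fitted maximal effect; plate controls were DMSO vehicle for no effect and reference control for full effect; nearly all actives have a fitted effect of over 55% in size; some results filed as inactive show a strong effect at the top dose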
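Galactose (2%) drives FUS expression in yeast precultured in raffinose; seeding density OD 0.005. Test compounds incubated 24hr at 30C and 99% humidity before absorbance at 600 nm was measured.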
An asterisk follows results filed as active; ? = inconclusive; . = not tested or not shown; & = joins results of further samples; [ ] = another dose, or the depositor's remark. Unless noted, the call rests on the fitted dose curve; in most records, active means well fitted curve in the direction sought with a large enough effect; inconclusive means small, poorly fitted or top-dose-only effect, or another doubt; inactive means no such curve, though single readings can be large; an effect the other way counts as inactive or inconclusive. Not all compounds are listed. The share of hits here may be higher or lower than overall.

SMILES	D3 ag	TDP43 rescue	aSyn rescue	DRD3 antagonist	Abeta rescue	EPAC2 antagonist	EPAC2 agonist	FUS yeast rescue
O=C(NC(Nc1nc2ccc([N+](=O)[O-])cc2s1)(C(F)(F)F)C(F)(F)F)c1ccccc1Cl	-7	0%	-37%[inhibitor]	-10	-77%[inhibitor]	-25%	3%	-11%
CCSc1nnc(SCC(=O)Nc2cc(C)on2)s1	4	24%	-5%	-3	-6%	-14%	-1%	-10%
OC(COCC(F)(F)C(F)(F)C(F)(F)C(F)F)Cn1c2ccccc2c2ccccc21 (stereo not given)	-3	-45%[inhibitor]	-51%[inhibitor]	?	-84%[inhibitor]	-25%	-1%	8%
Cn1nc(C(=O)N2CCN(c3ccc(F)cc3)CC2)c2c1-c1ccccc1S(=O)(=O)C2	7	26%	9%	1	6%	-1%	0%	20%
N#CC(C#N)=C1NC2(CCCCC2)Cc2ccccc21	-1	17%	2%	-1	15%	-14%	3%	4%
O=C(NCCc1cccnc1)c1cc(COc2ccc(F)cc2F)on1	-3	10%	0%	-13	-1%	5%	1%	-27%
CCOc1ccc(N(CC)S(=O)(=O)N2CCCC(C(=O)Nc3cc(Cl)ccc3OC)C2)cc1 (stereo not given)	-9	28%	.	.	0%	.	.	7%
C=CCn1c(SCC(=O)Nc2ccc3c(c2)OCCO3)nnc1-c1ccccn1	-2	4%	0%	-4	1%	-5%	-4%	?
OC(c1cc(F)cc(Cl)c1)c1ncc(-c2ccc3ccccc3c2)[nH]1 (stereo not given)	-9	?	18%	0	-14%	-1%	18%	14%
CCOc1ccc(CCNC(=O)c2cccc(NC3=NC4CS(=O)(=O)CC4S3)c2)cc1OCC (stereo not given)	-3	4%	-4%	-13	-6%	11%	-3%	-2%
COc1ccc(S(=O)(=O)N2CCC(C(=O)N3CCc4ccccc4C3)CC2)cc1C	-11	-13%	18%	-23	3%	-3%	9%	?
C/C(=N/NS(=O)(=O)c1ccc(Br)cc1)c1cccc(NC(=O)C2CC2)c1	-2	14%	6%	1	7%	0%	7%	-36%
Cc1c(Cl)cccc1NC(=O)CCCN1C(=O)CCC1=O	5	16%	4%	9	21%	14%	-6%	.
O=C1c2ccccc2C(=O)N1CC1c2ccccc2CCN1C(=O)N1CCOCC1 (stereo not given)	-5	-5%	-1%	-15	-12%	7%	2%	3%
CC(=O)NC(=S)Nc1ccccc1N1CCN(C(=O)c2ccccc2)CC1	13	-9%	6%	10	6%	1%	-4%	11%
C[N+]1(C)CC2([N+](=O)[O-])CC=C(Oc3ccccc3)C([N+](=O)[O-])(C2)C1 (stereo not given)	-6	11%	0%	2	-12%	18%	4%	17%
O=C(Nc1nnc(CCN2CCCCC2)s1)c1ccccc1	-4	17%	2%	8	8%	13%	-7%	8%
CC1CCCC(C)N1C(=O)Cn1c(SCC(=O)Nc2ccc3c(c2)OCO3)nc2ccccc21 (stereo not given)	-7	-8%	16%	7	8%	3%	5%	-24%
CCOc1ccccc1N(CC)C(=O)c1cc2ccc3cccnc3c2[nH]1	9	?	.	.	-16%	.	.	40%
CSc1ccc(C#N)cc1NC(=O)c1ccccc1	-11	-3%	8%	10	0%	4%	-5%	-2%
CCOc1ccc(N(CC)S(=O)(=O)N2CCCC(C(=O)Nc3ccc(OC)c(Cl)c3)C2)cc1 (stereo not given)	5	14%	.	.	-14%	.	.	-19%
NNC(=O)c1cccc(COCC(F)(F)C(F)F)c1	-8	1%	0%	-6	0%	3%	8%	10%
COc1ccc(/C=C2\CCCC3C2=NN(C(=O)CSc2ncn[nH]2)C3c2ccc(OC)cc2)cc1 (stereo not given)	11	11%	6%	27	15%	2%	-2%	?
CCCCn1cnc2c(Sc3c([N+](=O)[O-])ncn3C)nc(N)nc21	-6	-5%	13%	-14	-5%	0%	3%	0%
COc1cc2c(cc1OC)CN(S(=O)(=O)c1ccccc1F)CC2	-3	18%	3%	-1	0%	?	-2%	-6%
N#CC(C#N)=C(N)/C(C#N)=C/c1cc(O)c(O)c(O)c1	7	3%	0%	1	-28%	-22%	0%	-19%
CN(Cc1ccccc1)C(=O)c1cccc(NC(=O)Cc2ccc(NC(=O)C3CCN(C(=O)C4CCCC4)CC3)cc2)c1	-23	4%	-1%	22	2%	-1%	13%	43%
CCOc1ccc(C2/C(=C(\O)c3ccc4c(c3)OCCO4)C(=O)C(=O)N2CCCN2CCOCC2)cc1OC (stereo not given)	-12	-16%	-2%	-4	6%	17%	8%	30%
Oc1ccc(CNc2ccccc2O)cc1	3	?	-1%	-29	-38%[inhibitor]	-1%	4%	?
Cc1ccc(C(=O)Cn2nc(C(=O)O)c3ccccc3c2=O)cc1C	-12	-1%	7%	3	-2%	1%	-4%	-17%
CCCCNC(=O)C1CCN(S(=O)(=O)c2c(C)noc2/C=C\c2ccc(OC)cc2)CC1	-6	-4%	0%	-2	-10%	8%	-9%	14%
O=C(CCN1C(=O)c2ccccc2C1=O)Nc1sc2c(c1C(=O)NCc1ccco1)CCCC2	-5	0%	6%	18	7%	-4%	11%	39%
CCNC(=O)C1CCN(c2nnc(C)c3c(C)n(-c4ccc(OC)cc4)nc23)CC1	4	8%	.	.	-5%	.	.	-13%
Cc1cccc(N2C(=S)NC3c4cc(Cl)ccc4OC2(C)C3C(=O)N(C)C)c1 (stereo not given)	1	-2%	-9%	-7	-10%	-3%	9%	24%
C=CCn1c(=S)[nH]c2nc3c(cc2c1=O)CCCC3	-1	-10%	2%	-4	-13%	-8%	10%	4%
O=C(COc1ccccc1/C=C1/NC(=O)NC1=O)Nc1ccccc1	2	27%	7%	4	-5%	2%	0%	20%
Cc1ccc(/C=C/C(=O)Nc2ccc(S(N)(=O)=O)cc2)o1	2&0	1%&14%	2%	8	7%&-15%	3%	3%	24%&20%
COc1ccc(-c2[nH]ncc2CN2CCSCC2)c(OC)c1	-2	-10%	-2%	-16	-9%	3%	8%	-16%
Cc1cc(C)c(S(=O)(=O)Nc2ccccc2C(=O)OCC(=O)NCc2ccccc2)c(C)c1	0	1%	-1%	-7	-13%	-15%	22%	10%
O=C(CN(C(=O)CSc1nc2ccccc2o1)c1cccc(F)c1)NC1CCCCC1	1	-12%	9%	-8	6%	0%	-10%	-2%
Cn1c(SCC(=O)NCc2ccccc2)ncc(C(=O)Nc2ccccc2)c1=O	-10	8%	-2%	-7	11%	6%	6%	-2%
CCOC(=O)C1CCN(C(=O)C2CCCN(c3ncnc4c3nc3n4CCCCC3)C2)CC1 (stereo not given)	-3	11%	?	17	-25%	21%	3%	-9%
COc1ccccc1NC(=O)C(C)OC(=O)c1nc2nc(C)cc(C)n2n1 (stereo not given)	4	14%	3%	-12	7%	18%	1%	0%
CCOc1ccc(C(C(=O)NCC2CCCO2)N(Cc2ccccc2)C(=O)c2snc(C(N)=O)c2N)cc1 (stereo not given)	5	-11%	4%	42	-13%	-26%	5%	15%
COc1ccc(CC(=O)NCC(=O)NCc2cc(=O)n(C)c(=O)n2C)cc1	-16	-4%	2%	15	5%	-5%	-2%	0%
CCn1cc(-c2cc(C(F)(F)F)n3nc(C(=O)O)cc3n2)c(C)n1	0	-3%	-1%	0	6%	-8%	0%	-5%
COc1cc2c(cc1NC(=O)COC(=O)c1ccc(C(C)(C)C)cc1)oc1ccccc12	6	0%	-2%	4	1%	17%	-1%	25%
C=CCN(C(C)=O)C1CC(=O)N(c2ccc(OCCC)cc2)C1=O (stereo not given)	-3	2%	-15%	-9	-17%	8%	5%	-16%
OCCN(Cc1ccccc1)Cc1ccccc1Cl	-5	-14%	-2%	-24	-23%	-1%	8%	12%
CCNc1nc(Cl)nc(NCc2ccccc2)n1	2	-4%	-3%	-26	9%	1%	-5%	12%
OC(c1nnc(-c2ccccc2)o1)c1cccs1 (stereo not given)	5	9%	1%	8	2%	1%	0%	-23%
Cc1c(Cl)cccc1N=C1SCCN1C(=O)CN1C(=O)NC2(CCCC2)C1=O	3	?	4%	9	?	-8%	6%	28%
CCCn1c(=O)c(C(=O)NNC(=O)c2ccc(Cl)cc2Cl)c(O)c2ccccc21	1	-31%[inhibitor]	2%	1	-4%	2%	-3%	-12%
O=c1[nH]c(=O)c2nnc(N/N=C\c3ccc(O)cc3)nc2[nH]1	2	-3%	0%	-14	-8%	0%	13%	1%
COc1ccc2nc(NC(=O)C3CCCN(S(=O)(=O)c4c(C)noc4C)C3)sc2c1 (stereo not given)	2	20%	0%	-3	15%	0%	11%	-17%

Taken from the results shown for reference:
SMILES	D3 ag	TDP43 rescue	aSyn rescue	DRD3 antagonist	Abeta rescue	EPAC2 antagonist	EPAC2 agonist	FUS yeast rescue
Cn1c(SCC(=O)NCc2ccccc2)ncc(C(=O)Nc2ccccc2)c1=O	-10	8%	-2%	-7	11%	6%	6%	-2%
CCOC(=O)C1CCN(C(=O)C2CCCN(c3ncnc4c3nc3n4CCCCC3)C2)CC1 (stereo not given)	-3	11%	?	17	-25%	21%	3%	-9%
COc1ccccc1NC(=O)C(C)OC(=O)c1nc2nc(C)cc(C)n2n1 (stereo not given)	4	14%	3%	-12	7%	18%	1%	0%
CCOc1ccc(C(C(=O)NCC2CCCO2)N(Cc2ccccc2)C(=O)c2snc(C(N)=O)c2N)cc1 (stereo not given)	5	-11%	4%	42	-13%	-26%	5%	15%
COc1ccc(CC(=O)NCC(=O)NCc2cc(=O)n(C)c(=O)n2C)cc1	-16	-4%	2%	15	5%	-5%	-2%	0%
CCn1cc(-c2cc(C(F)(F)F)n3nc(C(=O)O)cc3n2)c(C)n1	0	-3%	-1%	0	6%	-8%	0%	-5%
COc1cc2c(cc1NC(=O)COC(=O)c1ccc(C(C)(C)C)cc1)oc1ccccc12	6	0%	-2%	4	1%	17%	-1%	25%

Screening results from PubChem.
